# Source: PubChem (several laboratories)
# LYP phosphatase: PTPN22 lymphoid phosphatase activity blockers – biochemical, fluorescence intensity, uHTS (AID 1779); 290,000 compounds, 0.054% hits; recombinant LYP phosphatase, fluorescence intensity; higher % means a stronger effect; inhibition, % at 11.5 µM; hits with a dose series show IC50 in µM; in the data active = inhibition above about 50%;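 note: plate controls were vehicle with enzyme for no effect and no enzyme for full effect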
# RSV antiviral HEp-2: inhibition of RSV-induced cytopathic effect – HEp-2 cells, primary 10 µM value included (AID 2391) | HEp-2 cells, RSV-induced CPE inhibition; higher % means a stronger effect | one-dose CPE inhibition, % at 10 µM; IC50 in µM for titrated hits | 310,000 compounds, 0.13% hits; in the data active = a potency from the dose series; inconclusive = CPE inhibition mostly from about 23% at the one dose, without a potency; inactive = the rest, 99 in 100 with CPE inhibition below about 21%; note: strong numbers were not always called active
# WT yeast gro inh: growth inhibition of WT yeast, mitochondrial fusion screen | mitochondrial fusion phenotypic screen, WT strain | inhibition, % at 10 µM | 190,000 compounds, 2.1% hits; in the data active = inhibition above about 58%; tested in S. cerevisiae
# AID2073: inhibitors of Mint1-CaV2.2 protein interaction, biochemical, HTRF (AID 2073) | HTRF protein-protein interaction, Mint1-CaV2.2; higher % means a stronger effect | one-dose inhibition, % at 20 µM; IC50 in µM for titrated hits | 290,000 compounds, 0.19% hits; in the data active = inhibition mostly above about 51%, no sharp cut-off; inconclusive = no clear call, values can overlap the other calls; inactive = mostly below about 53%; note: some results filed as inactive read as strong as hits
# GPR35 arrestin U2OS: inhibition of zaprinast-stimulated GPR35 beta-arrestin translocation – imaging, U2OS, beta-arrestin-GFP, zaprinast agonist, primary screen (AID 2058) | U2OS GPR35 beta-arrestin-GFP translocation imaging, zaprinast antagonism; higher % means a stronger effect | one-dose inhibition, % at 10 µM; IC50 in µM for titrated hits | 290,000 compounds, 0.052% hits;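 active = inhibition of at least 50% with at least 30 cells and total cytoplasm GFP at most 10,000,000; inconclusive = under 30 cells or total GFP of 10,000,000 plus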
# NS5 inhibitors: Dengue-2 NS5 methyltransferase inhibitors, primary screen, biochemical, confirmation dose response (AID 588689) | Dengue-2 NS5 methyltransferase capping enzyme assay, biochemical; higher % means a stronger effect | inhibition, % at 25 µM, or IC50 in µM where a hit was titrated | 340,000 compounds, 0.3% hits; in the data active = a potency from the dose series; inconclusive = inhibition above about 29% without an active follow-up result
# Autophagy HCS: alters autophagy in cells. MEF GFP-LC3 puncta imaging; test concentration mostly 10 µM. calls only at 10 µM (by protocol). 190,000 compounds, 0.98% hits;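 active = percentage of spot-positive cells more than 3 SD above its plate mean, without a fluorescence outlier flag or 80% toxicity; inconclusive = no clear call, values can overlap the other calls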;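 note: spot-positive cell cutoff set from DMSO-treated cells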
# NTR1 ag: NTR1-driven beta-arrestin-GFP spot formation – imaging, U2OS cells, high content, primary screen (AID 493036) | 330,000 compounds, 0.17% hits | activation, % at 20 µM | agonist mode;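 active = activation at or above 40% of the spot to cytoplasm intensity ratio, with at least 20 cells analyzed; inconclusive = wells under 20 cells, flagged as cytotoxic or low count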;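 note: 0% = DMSO without peptide and 100% = 100 nM NTR1 peptide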
# Target sequence (P30989 whole entry, looked up): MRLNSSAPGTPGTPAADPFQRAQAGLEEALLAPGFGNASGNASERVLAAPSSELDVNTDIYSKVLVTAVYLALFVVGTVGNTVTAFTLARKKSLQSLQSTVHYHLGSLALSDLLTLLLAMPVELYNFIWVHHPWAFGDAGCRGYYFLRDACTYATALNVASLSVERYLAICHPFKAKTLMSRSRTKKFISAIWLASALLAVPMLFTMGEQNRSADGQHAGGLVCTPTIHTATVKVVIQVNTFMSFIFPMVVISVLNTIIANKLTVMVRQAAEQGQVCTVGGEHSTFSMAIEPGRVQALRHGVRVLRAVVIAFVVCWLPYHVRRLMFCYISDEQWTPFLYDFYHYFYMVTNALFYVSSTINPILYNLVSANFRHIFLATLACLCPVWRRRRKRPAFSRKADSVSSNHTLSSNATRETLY
# UTI89 phage lysis: inhibition of K1F phage lysis, E. coli UTI89, bacterial capsule biogenesis inhibitors, alamar blue (AID 488966); inhibition, % at 100 µM; hits with a dose series show IC50 in µM; E. coli UTI89 K1F phage lysis, alamar blue, 2 h; higher % means a stronger effect; 340,000 compounds, 0.02% hits;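 active = phage lysis inhibition, versus mean bacterial control, above a set limit; inconclusive = no clear call, values can overlap the other calls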;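 note: capsule biogenesis inhibitors block K1F phage lysis so surviving cells raise fluorescence; higher fluorescence means more inhibition of phage lysis; actives were called in the ten point dose series up to 300 µM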
# WT yeast gro inh mutant strain: further read-out of WT yeast gro inh, marked with its call; inhibition, %; mitochondrial fusion phenotypic screen, mutant strain inhibition
# Autophagy HCS cell loss 18 h: further read-out of Autophagy HCS, marked with its call; toxicity, %; measured here: cell loss, nuclei count;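 cell loss after 18 h compound exposure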
# NTR1 ag cell count 20 µM: also measured in NTR1 ag; calls as there; cell count; measured here: cell count, cytotoxicity flag
# * marks the source's active call; other numbers are inactive results; i = inactive; u = inconclusive; x = no result given; [ ] = remark or other dose.
Molecule,LYP phosphatase,RSV antiviral HEp-2,WT yeast gro inh,WT yeast gro inh mutant strain,AID2073,GPR35 arrestin U2OS,NS5 inhibitors,Autophagy HCS,Autophagy HCS cell loss 18 h,NTR1 ag,NTR1 ag cell count 20 µM,UTI89 phage lysis
Cc1ccc(S(=O)(=O)c2nc(NCCCn3ccnc3)sc2Cl)cc1,-6%,1.1%,-56,-17,1%,-4%,-10%,i,5,2.2,38,0.4%
CC(=O)Nc1ccc(S(=O)(=O)Nc2ccn(Cc3ccccc3Cl)n2)cc1,-9%,x,x,x,-1%,7%,-4%,x,x,2.1,62,1.0%[50 µM]
CCOc1ccc(S(=O)(=O)N(C)c2ccc(OCC(=O)NC3=NCCS3)cc2)cc1,1%,1.6%,-7,1,-3%,-2%,7%,i,5,-0.8,45,-0.2%
Cc1ccc(/C=N/NC(=O)c2ccncc2)o1,-6%,2.4%,-2,1,4%,11%,1%,i,11,1.7,53,2.2%[50 µM]
COC(CN(C(=O)CCl)C(C(=O)NC1CCCCC1)c1ccc(Cl)cc1)OC (stereo not given),-7%,10%,2,10,-2%,-9%,0%,i,-18,0.5,67,0.1%[50 µM]
COC(=O)C1CCN(Cc2cc(=O)oc3cc(C)c(Cl)cc23)CC1,-5%,0.3%,x,x,1%,3%,2%,x,x,1.1,63,0.0%
CCn1cc(/C=C(\NC(=O)c2ccccc2F)C(=O)N2CCCC2)c2ccccc21,-8%,3.6%,x,x,11%,-15%,-12%,x,x,1.5,82,0.1%
Cc1cc(NC(=O)C2C3C=CC(C3)C2C(=O)O)no1 (stereo not given),-3%,-0.8%,-11,-6,1%,11%,-2%,i,15,3.3,46,1.9%
Cc1ccc(N(C(=O)c2ccc(S(=O)(=O)N3CCOCC3)cc2)C2C=CS(=O)(=O)C2)cc1 (stereo not given),-2%,2.0%,-7,1,-7%,10%,1%,i,25,-1.7,48,3.3%
C=CCN(CC=C)C(=S)NC(=O)/C=C/c1ccc(OC)cc1,8%,2.4%,5,3,-22%,-1%,-4%,i,4,-1.9,41,3.8%
CCCNC(=O)C1CCN(S(=O)(=O)c2ccc(Br)cc2)CC1,-7%,-0.6%,12,5,14%,20%,2%,i,-5,1.0,76,1.1%
CC(=O)N1CCN2C(=O)C1CCCC(=O)c1cc(C3CCCCC3)ccc12 (stereo not given),-11%,2.0%,14,21,-3%,-24%,-2%,i,8,1.9,58,-0.1%
COc1ccc(CNC(=O)C(=O)NCC2CCCN2S(=O)(=O)c2ccccc2)cc1 (stereo not given),x,2.3%,x,x,x,x,3%,x,x,0.0,71,1.2%[50 µM]
CC1CCN(C(=O)C2CCN(S(=O)(=O)N3CCC4(CC3)OCCO4)CC2)CC1,-4%,2.6%,x,x,10%,23%,-6%,x,x,3.0,55,0.0%
Cn1c(SCC(=O)c2cc(Cl)c(Cl)s2)nnc1-c1ccco1,7%,1.2%,x,x,13%,-4%,x,x,x,0.8,50,x
Clc1cccc(N2CCN(Cc3nc(-c4ccccc4)no3)CC2)c1,0%,3.4%,57,27,1%,-14%,-1%,x,x,0.1,58,-1.2%
CCC(=O)N(Cc1cc2c(C)cc(C)cc2[nH]c1=O)C1CCCCC1,12%,21%,8,5,6%,3%,-4%,i,-10,3.5,25,0.2%
CCc1ccccc1NS(=O)(=O)c1c(C(=O)N2CCCCCC2)c(C)n(C)c1C,-7%,1.9%,x,x,22%,4%,-1%,x,x,0.8,52,0.0%
Cc1nnc(NC(=O)CSc2nnc(CNC(=O)c3ccccc3)o2)s1,1%,1.5%,x,x,-1%,-1%,-2%,x,x,0.6,68,0.0%
CCc1nnc(NC(=O)C2CCC(CNc3c(N4CCC(C)CC4)c(=O)c3=O)CC2)s1 (stereo not given),-3%,-3.0%,x,x,2%,-6%,4%,x,x,0.4,49,-0.1%
CC(=O)Nc1ccc(S(=O)(=O)Oc2ccccc2N2CCCCC2)cc1,6%,5.9%,x,x,10%,-7%,7%,x,x,-0.1,58,-1.6%
O=C1C2ON(c3ccccc3)C(c3cccnc3)C2C(=O)N1Cc1ccccc1 (stereo not given),-12%,2.5%,13,19,-5%,-10%,-4%,i,-7,2.1,76,-0.5%
O=C1COc2ccc(C(=O)COC(=O)CNC(=O)c3ccccc3)cc2N1,-4%,-0.5%,13,-2,-1%,-4%,-9%,i,25,-0.3,62,0.2%
CC(=O)/C=N/Nc1ccccc1,1%,1.1%,41,19,-6%,1%,-6%,i,0,-1.1,70,1.2%
N[C@@H](Cc1ccccc1)c1nnc(SCc2ccccc2Cl)o1,-1%,0.4%,11,18,-7%,7%,-7%,i,-5,-1.2,111,1.3%
Cc1ccc2c(c1)c(N=NC(N)=S)c(O)n2Cc1ccccc1,-6%,0.2%,6,7,18%,-10%,3%,i,-13,3.5,57,0.3%
CC1=C(C(=O)Nc2ccc(C)cc2)C(c2ccco2)NC(=O)N1 (stereo not given),-6%,0.9%,-18,-5,1%,6%,3%,i,-6,-2.6,47,2.3%
CCN(CC)CCC/C(=N\O)C(O)(c1ccccc1)c1ccccc1,-4%,-0.7%,-12,6,-2%,5%,-6%,i,5,-1.1,30,0.8%
Cc1cc(C)nc(CC(N)=O)n1,-4%,0.8%,-2,16,-6%,-1%,2%,i,-2,-2.2,27,1.2%
CCCC(=O)NNC(=O)c1c(O)c2ccccc2[nH]c1=O,-6%,0.6%,-9,-26,7%,-23%,0%,i,-2,1.3,39,-0.7%

# Entries shown so far that have an aryl thioether with sulfur outside any ring:
Molecule,LYP phosphatase,RSV antiviral HEp-2,WT yeast gro inh,WT yeast gro inh mutant strain,AID2073,GPR35 arrestin U2OS,NS5 inhibitors,Autophagy HCS,Autophagy HCS cell loss 18 h,NTR1 ag,NTR1 ag cell count 20 µM,UTI89 phage lysis
Cn1c(SCC(=O)c2cc(Cl)c(Cl)s2)nnc1-c1ccco1,7%,1.2%,x,x,13%,-4%,x,x,x,0.8,50,x
Cc1nnc(NC(=O)CSc2nnc(CNC(=O)c3ccccc3)o2)s1,1%,1.5%,x,x,-1%,-1%,-2%,x,x,0.6,68,0.0%
N[C@@H](Cc1ccccc1)c1nnc(SCc2ccccc2Cl)o1,-1%,0.4%,11,18,-7%,7%,-7%,i,-5,-1.2,111,1.3%

# Continued:
Molecule,LYP phosphatase,RSV antiviral HEp-2,WT yeast gro inh,WT yeast gro inh mutant strain,AID2073,GPR35 arrestin U2OS,NS5 inhibitors,Autophagy HCS,Autophagy HCS cell loss 18 h,NTR1 ag,NTR1 ag cell count 20 µM,UTI89 phage lysis
O=C(OCc1nc2ccccc2c(=O)[nH]1)c1cccs1,-6%,2.6%,14,-14,-2%,12%,-10%,i,-3,-0.6,75,0.6%
c1ccc2c(CN3CCOCC3)csc2c1,-4%,2.2%,-18,-12,-1%,-3%,-7%,i,-11,3.2,43,1.2%[50 µM]
Cc1nn(-c2ccccc2)c(Cl)c1C1C(C#N)=C(N)Oc2c1c(C)nn2-c1ccccc1 (stereo not given),-2%,3.8%,10,-8,2%,8%,x,i,2,3.0,47,0.2%
O=C(NCc1cccnc1)C(=O)NCC(c1ccco1)N1CCOCC1 (stereo not given),-7%,-1.0%,-10,9,-14%,3%,-7%,i,10,0.6,52,0.0%
C=C(C)c1cccc(C(C)(C)NC(=O)N2CCN(c3ncccn3)CC2)c1,x,x,x,x,x,x,-18%,i,-10,-0.7,39,-0.6%
Cc1noc(C)c1CSCC(=O)OCC(=O)N1CC(=O)Nc2ccccc21,-5%,-0.2%,-16,-15,2%,8%,3%,i,-7,-2.4,83,0.4%
CC12CCC(C(=O)N(NC(=O)c3ccccc3O)C1=O)C2(C)C (stereo not given),4%,1.4%,-11,-4,2%,-21%,-4%,i,4,2.1,51,2.5%[50 µM]
CCCCN(C(=O)c1cc(=O)[nH]c2ccccc12)c1c(N)n(CCCC)c(=O)[nH]c1=O,0%,3.3%,x,x,4%,-2%,1%,x,x,0.2,98,2.5%[50 µM]
CCOC(=O)c1sc2nc(CSc3ccccc3Cl)[nH]c(=O)c2c1C,0%,0.4%,20,6,28%,11%,7%,i,4,1.2,69,0.4%
Cc1cccc2c(N)c3c(nc12)N(C)CC3,-6%,4.8%,x,x,49%,-4%,1%,x,x,3.5,80,0.0%
O=C(NCc1n[nH]c(=O)c2ccccc12)C1CC(=O)N(c2ccc(Cl)cc2)C1 (stereo not given),x,0.5%,x,x,x,x,3%,x,x,1.4,52,0.6%[50 µM]
c1ccc(-c2cccs2)nc1,-10%,-0.4%,x,x,-9%,-2%,2%,x,x,-0.2,49,0.2%
CCOc1cc2[nH]c(=S)n(CCOC)c(=O)c2cc1OCC,-2%,0.2%,1,-7,-20%,14%,0%,i,1,0.4,87,4.3%
COc1ccc(OC)c(S(=O)(=O)N2CCC(C(=O)Nc3cccc(C(F)(F)F)c3)CC2)c1,7%,21%,21,28,u,2%,x,i,-5,0.6,63,0.4%
COc1ccccc1COc1ccc2c(C)c(CCC(=O)O)c(=O)oc2c1C,0%,1.8%,x,x,2%,9%,7%,x,x,1.9,90,0.0%
O=C(NCCc1ccc(Cl)cc1)c1cnc2n(c1=O)CCS2,-4%,-0.1%,3,-3,-2%,-29%,-3%,x,x,5.2,58,0.2%
O=C(COC(=O)CCc1c[nH]c2ccccc12)NC(c1ccccc1)c1ccccc1,-4%,1.4%,3,-10,4%,0%,0%,i,8,2.4,39,0.2%
Cc1cccc(NC(=O)Cn2nnc(C(=O)NCc3cccs3)c2N)c1C,-2%,3.2%,0,-6,23%,14%,-6%,i,-23,0.5,93,0.4%
COc1cc(NC(=O)c2ccc(F)cc2)c(OC)cc1NC(=O)CN1CCCCC1,3%,2.6%,x,x,2%,-9%,-3%,x,x,0.6,53,0.5%
O=C(Nc1ccc2nsnc2c1)c1cccs1,2%,2.5%,-7,-3,18%,9%,-2%,i,-1,1.0,59,3.3%
Cc1ccc(/C=C/C(=O)Nc2cccc3cccnc23)o1,1%,1.5%,18,3,34%,9%,u,i,4,2.0,36,-1.3%
COCCCN(C(=O)c1ccc(N2CCCC2=O)cc1)c1c(N)n(Cc2ccccc2)c(=O)[nH]c1=O,x,-0.1%,x,x,x,x,-9%,x,x,1.7,42,0.6%[50 µM]
Cc1ccc2c(c1)CCCN2CC(=O)N(C)c1c(N)n(Cc2ccccc2)c(=O)[nH]c1=O,x,2.6%,x,x,x,x,u,x,x,-1.5,95,-0.9%
Cc1c(C(=O)N2CCN(Cc3ccc4c(c3)OCO4)CC2)cccc1[N+](=O)[O-],2%,1.8%,-1,-8,5%,4%,-7%,i,3,0.9,61,4.8%
